GPR55 LPI antagonism = GPR55 antagonists blocking LPI-driven arrestin recruitment, primary screen, imaging, U2OS, beta-arrestin-GFP, LPI agonist (AID 2013); U2OS GPR55 beta-arrestin-GFP translocation imaging, LPI antagonism; higher % means a stronger effect; one-dose inhibition, % at 10 µM; IC50 in µM for titrated hits; actives 0.13% (n = 290,000);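 active = spots per cell inhibited over 60%, with over 100 cells counted and total cytoplasm intensity under 500,000; inconclusive = wells with under 100 cells, flagged as likely toxic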;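 also: U2OS cells stably carrying GPR55 and arrestin-GFP stimulated by 5 µM LPI near EC80; imaged beta-arrestin-GFP aggregate spots per cell after agonist stimulation; plate controls were LPI-stimulated DMSO wells for no effect and DMSO wells without LPI for full effect; some results filed as inactive read as strong as hits; confirmed hits need IC50 under 10 µM and bright autofluorescent wells are also inconclusive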
GPR35 antagonists = inhibition of zaprinast-stimulated GPR35 beta-arrestin translocation – imaging, U2OS, beta-arrestin-GFP, zaprinast agonist, primary screen (AID 2058); U2OS GPR35 beta-arrestin-GFP translocation imaging, zaprinast antagonism; higher % means a stronger effect; one-dose inhibition, % at 10 µM; IC50 in µM for titrated hits; actives 0.052% (n = 290,000);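 active = inhibition of at least 50% with at least 30 cells and total cytoplasm GFP at most 10,000,000; inconclusive = under 30 cells or total GFP of 10,000,000 plus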
Myeloid diff 2 = promotes myeloid progenitor differentiation. ER-HoxA9 myeloid progenitors, lysozyme-GFP differentiation, flow cytometry. calls only at 10 µM. actives 1% (n = 360,000);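 active = normalized GFP-positive differentiation at or above the plate's own cutoff, the solvent-only control mean plus 3 SD; inconclusive = no clear call, values can overlap the other calls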;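 also: cells exposed to compound for four days before flow analysis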
HIV peptide binding = inhibitors of HIV fusion peptide binding, primary screen, biochemical, uHTS, fluorescence dequenching (AID 1986) | cell-free peptide binding, fluorescence dequenching, 30 min; higher % means a stronger effect | inhibition, % at 20 µM, or IC50 in µM where a hit was titrated | actives 0.3% (n = 290,000); in the data active = inhibition mostly above about 52%, no sharp cut-off; inactive = mostly below about 76%; also: some results filed as inactive read as strong as hits
SIAH1 antagonists = Siah-1 peptide-binding antagonists, primary screen, biochemical, fluorescence polarization, rhodamine-plectin, uHTS (AID 1817) | Siah-1 / rhodamine-plectin peptide fluorescence polarization; higher % means a stronger effect | actives 0.02% (n = 290,000) | displacement, % at 20 µM; hits with a dose series show IC50 in µM;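 active = displacement of at least 50% at 20 µM, with a fluorescence ratio check between 0.3 and a set limit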;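 also: plate controls were Siah plus tracer with DMSO for no effect and tracer alone without Siah for full effect; strong numbers were not always called active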
MgcRacGAP inhibition = MgcRacGAP GTPase-activating activity inhibitors, confirmation, biochemical, ADP Hunter fluorescence | actives 0.6% (n = 340,000) | inhibition, % at 30 µM; hits with a dose series show IC50 in µM | MgcRacGAP-stimulated Rac1 GTP hydrolysis, ADP Hunter fluorescence; higher % means a stronger effect; GST-tagged Rac1 F28L mutant substrate;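 active = first-screen hits whose inhibition reached a set limit at any dose in the follow-up dose series; inconclusive = inhibition above the set first-screen limit but never retested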;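 also: fluorescence reports GDP produced by GAP-driven GTP hydrolysis; strong numbers were not always called active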
PhoP inhibition = PhoP-dependent GFP reporter repression – Salmonella Typhimurium, primary screen (AID 1863). inhibition, % at 50 µM; hits with a dose series show IC50 in µM. actives 0.16% (n = 300,000). S. Typhimurium PhoP-regulated promoter GFP reporter, 4 h; higher % means a stronger effect;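 active = inhibition over 29.93%, a cutoff 3 SD above the screen mean, later confirmed by dose response; inconclusive = inhibition over 29.93% but no dose response follow-up; inactive = inhibition at most 29.93% or unconfirmed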;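 also: 0% = low Mg2+ inducing control and 100% = high Mg2+ repressing control; strong numbers were not always called active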
NTR1 agonist = NTR1-driven beta-arrestin-GFP spot formation – imaging, U2OS cells, high content, primary screen (AID 493036) | P30989 | agonist mode | activation, % at 20 µM | actives 0.17% (n = 330,000);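 active = activation at or above 40% of the spot to cytoplasm intensity ratio, with at least 20 cells analyzed; inconclusive = wells under 20 cells, flagged as cytotoxic or low count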;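 also: 0% = DMSO without peptide and 100% = 100 nM NTR1 peptide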
Target sequence (P30989 whole entry, looked up): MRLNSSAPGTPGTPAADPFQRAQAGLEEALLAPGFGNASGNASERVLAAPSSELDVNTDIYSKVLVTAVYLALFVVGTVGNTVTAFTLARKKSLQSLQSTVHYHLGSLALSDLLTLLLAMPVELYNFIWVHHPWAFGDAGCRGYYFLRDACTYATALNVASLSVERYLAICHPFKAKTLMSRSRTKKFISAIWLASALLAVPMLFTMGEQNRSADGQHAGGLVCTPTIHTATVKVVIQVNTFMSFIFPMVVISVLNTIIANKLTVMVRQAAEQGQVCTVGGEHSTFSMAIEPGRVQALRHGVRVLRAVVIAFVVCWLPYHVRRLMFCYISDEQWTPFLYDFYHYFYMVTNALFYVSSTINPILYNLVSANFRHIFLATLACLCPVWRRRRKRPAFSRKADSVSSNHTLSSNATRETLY
LYP inhibition = PTPN22 lymphoid phosphatase activity blockers – biochemical, fluorescence intensity, uHTS (AID 1779); recombinant LYP phosphatase, fluorescence intensity; higher % means a stronger effect; actives 0.054% (n = 290,000); inhibition, % at 11.5 µM; hits with a dose series show IC50 in µM; in the data active = inhibition above about 50%;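 also: plate controls were vehicle with enzyme for no effect and no enzyme for full effect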
NTR1 agonist cell count 20 µM = also measured in NTR1 agonist; calls as there; cell count; measured here: cell count, cytotoxicity flag
Myeloid diff 2 GFP+ MAC1+ % = further read-out of Myeloid diff 2, marked with its call; GFP+ MAC1+ double positive, %; measured here: differentiation confirmed by MAC1 staining
An asterisk follows results filed as active; i = inactive; ? = inconclusive; · = not tested or not shown.

SMILES	GPR55 LPI antagonism	GPR35 antagonists	Myeloid diff 2	Myeloid diff 2 GFP+ MAC1+ %	HIV peptide binding	SIAH1 antagonists	MgcRacGAP inhibition	PhoP inhibition	NTR1 agonist	NTR1 agonist cell count 20 µM	LYP inhibition
Cn1c(=O)c2[nH]c(N3CCN(c4cccc(O)c4)CC3)nc2n(C)c1=O	8%	-11%	i	1.5	-2.9%	0%	5%	4%	-0.8	31	-7%
Cc1cccc(C)c1NC(=O)c1cccc2c1-c1ccccc1C2=O	6%	-5%	i	0.8	2.7%	8%	-3%	-10%	10	53	-6%
O=C(CNC(=O)OCc1ccccc1)Oc1cc2oc(=O)cc(-c3ccccc3)c2cc1Cl	9%	13%	i	0.3	7.5%	4%	4%	-3%	-0.2	47	-3%
O=C(NCCN1C(=O)S/C(=C/c2ccccc2)C1=O)C1CCCN1C(=O)c1cccs1 (configuration not stated)	3%	-7%	i	0.3	3.8%	2%	7%	-6%	-1.2	61	-3%
CC(=O)C1=C(C)NC(SCC(N)=O)=C(C#N)C1C (configuration not stated)	0%	-10%	i	0.7	0.7%	1%	12%	15%	0.4	45	-7%
CCc1cc(=O)oc2cc(C)cc(OCC(=O)NCc3ccccn3)c12	1%	-11%	i	0.8	1.7%	5%	10%	-11%	1.2	59	-7%
Cc1cc(C)n2nc(S(=O)(=O)N(C)c3ccccc3)nc2n1	11%	16%	i	3.0	-2.6%	-3%	0%	11%	5.6	35	-7%
COC(=O)C1=NNC2(c3ccc(C)cc3)C(=O)N(c3ccc(C)cc3)C(=O)C12 (configuration not stated)	8%	9%	i	1.1	-0.6%	-2%	4%	6%	-1.3	45	-11%
CC(=O)N1CCc2[nH]c3ccc(C)cc3c2C1	-6%	-13%	i	0.3	2.5%	0%	9%	11%	-0.7	59	-8%
Cc1cc(Cl)ccc1OCC(=O)Nc1cccnc1	1%	-12%	i	0.5	0.3%	6%	3%	3%	-1.2	46	-5%
Cc1ccc(C)c(NC(=O)COC(=O)Cc2ccsc2)c1	-3%	13%	i	1.2	-0.6%	0%	-25%	1%	0.8	35	-8%
Cc1ccc(OCC(=O)N/N=C\c2ccc(-c3cccc(C(=O)O)c3)o2)c(C)c1	5%	-10%	i	0.6	57%*	7%	9%	-7%	1.7	41	9%
COCCn1c(C)cc(C(=O)CSc2nnc3ccccn23)c1C	-13%	2%	i	2.0	1.3%	-1%	0%	3%	-1.9	84	-4%
CCC(C(=O)NC(C)CCc1ccccc1)n1nc(C)n2c(cc3occc32)c1=O (configuration not stated)	-4%	-3%	i	1.3	-0.4%	2%	13%	-10%	5.6	50	-3%
O=P(c1ccccc1)(c1ccccc1)c1cc(S(=O)(=O)O)ccc1O	6%	2%	i	1.0	3.0%	10%	6%	5%	0.1	84	-7%
CCOC(=O)c1cc(-c2ccc(/C=C3/C(=O)NC(=O)C(C#N)=C3C)o2)ccc1Cl	1%	-3%	i	5.4	65%*	9%	?	-2%	1.7	46	14%
COc1ccccc1C(=O)C1CCCN(C(=O)c2cn3cc(Cl)ccc3n2)C1 (configuration not stated)	-1%	-5%	i	0.2	-0.9%	0%	3%	7%	0.5	51	-1%
C/C(=N\Nc1ccc(Cl)c(C(=O)O)c1)c1cccc2ccccc12	-3%	-2%	i	0.3	34%	9%	10%	-2%	1.4	33	-4%
CCC(=O)c1ccc(OCC(=O)N2CCc3cc(OC)c(OC)cc3C2)cc1	12%	-3%	i	0.6	-1.5%	4%	6%	1%	-0.4	71	2%
Cc1nn(C)c(C(=O)NNC(=S)Nc2ccc(Cl)cc2)c1[N+](=O)[O-]	-1%	0%	i	7.8	12%	-3%	6%	1%	0.2	51	4%
CC(=O)c1ccc(C(=O)NC2CCCN(Cc3ccc(Cl)cc3)C2)s1 (configuration not stated)	4%	6%	i	0.4	-1.4%	-2%	6%	9%	1.3	46	-10%
O=C1Nc2ccccc2C12NCCc1c2[nH]c2ccccc12 (configuration not stated)	3%	0%	i	9.3	0.7%	-6%	8%	4%	0.9	53	-2%
Clc1ccc(Cn2ncc3c(NCc4ccccc4)ncnc32)c(Cl)c1	17%	13%	·	·	-0.3%	-6%	·	1%	2.8	48	-5%
CCOc1ccc(NC(=O)CC2C(=O)N(c3ccccc3)C(=O)N2CCc2cccs2)cc1 (configuration not stated)	1%	-10%	i	1.3	-2.4%	2%	0%	2%	1.0	52	-2%
C=C(C)Cn1c(CN(C)Cc2ccccc2)nc2c1c(=O)n(C)c(=O)n2C	0%	-2%	i	0.1	-1.0%	-3%	15%	-1%	1.3	53	-11%
O=S(=O)(c1ccccc1)N1CCN(CC2CC3C=CC2C3)CC1 (configuration not stated)	1%	-4%	i	0.4	-0.5%	-2%	18%	-7%	-0.4	102	-4%
CC1CCCC(NS(=O)(=O)c2cccc3nsnc23)C1C (configuration not stated)	2%	8%	i	1.8	-1.5%	-2%	·	6%	0.6	83	-7%
CCOC(=O)CNC(=O)CSc1nnc(C)c(=O)[nH]1	11%	7%	i	0.2	-1.9%	2%	4%	0%	-0.8	49	-7%
Cc1ccc(C(=O)OCCN(C)Cc2ccccc2)cc1	-6%	14%	i	0.2	1.4%	8%	11%	-12%	1.5	93	-10%
COn1c(SCc2ccc(Cl)cc2)nc2ccccc2c1=O	23%	-20%	i	2.1	-2.2%	7%	-12%	7%	7.0	92	-4%
COc1cccc(/C=N/NC(=O)c2ccncc2)c1OC(=O)c1ccc(Br)cc1	7%	-8%	i	2.3	14%	1%	6%	-14%	5.8	45	-5%
CCCNC(=O)Nc1ccc(C)cc1C	2%	7%	i	0.3	-1.5%	-1%	2%	-2%	-0.6	62	-4%
Cc1ccc(C(=O)c2no[n+]([O-])c2C(=O)c2ccc(C)cc2)cc1	-14%	-5%	i	0.9	0.2%	-3%	-11%	-26%	8.1	80	-6%
COc1cc2c(cc1OC)C(C(=O)NCc1ccco1)C(c1cccs1)N(C)C2=O (configuration not stated)	6%	-2%	i	1.3	1.4%	-1%	1%	-7%	2.9	59	-8%
O=C(Nc1ccccc1)N1CCC(n2c(=O)[nH]c3ccccc32)CC1	4%	20%	i	2.8	1.0%	-1%	1%	9%	0.7	90	-8%
COc1cccc(/C=N/NC(=O)c2ccc([N+](=O)[O-])cc2Cl)c1O	9%	-4%	i	0.2	-1.1%	-4%	3%	17%	4.8	39	9%
Cc1onc(-c2c(F)cccc2Cl)c1C(=O)Nc1c(C)n(C)n(-c2ccccc2)c1=O	0%	5%	i	2.1	0.9%	0%	5%	3%	-0.1	65	0%
O=C(N/N=C/c1cccnc1)c1ccc2c(c1)OCO2	5%	-18%	i	0.7	-1.7%	0%	-2%	-6%	-1.8	93	-10%
COc1ccc(NC(=O)c2ccccc2OCc2ccc(F)cc2)c(OC)c1	-2%	-5%	i	1.2	-0.2%	3%	6%	-6%	5.2	41	-1%
CCCCn1c(=O)nc2n(-c3ccccc3C)c3ccccc3cc-2c1=O	-14%	-10%	i	1.1	-2.0%	3%	4%	-3%	4.4	70	-6%
COc1ccc(OC)c(NC(=O)C2CCN(Cc3cnn(-c4ccccc4)c3-n3cccc3)CC2)c1	8%	-2%	i	0.5	-1.1%	-1%	9%	9%	0.5	90	-3%
CCCOc1cc(CC(=O)NCc2ccco2)ccc1OC	-2%	11%	i	1.8	3.7%	-5%	1%	12%	-1.4	86	-14%
O=C1CSC(=Nc2ccccc2Cl)N1	0%	10%	i	2.2	-1.8%	0%	14%	0%	1.8	78	-8%
COC(=O)c1cc(C(=O)N2CCN(C(=O)c3ccco3)CC2)cc([N+](=O)[O-])c1	1%	2%	i	0.9	-0.6%	0%	11%	0%	-0.2	57	-7%

Compound activity from PubChem.
